esBAF inh = blocks esBAF chromatin remodeling in mouse ES cells; 350,000 compounds, 2% hits; Bmi1-luciferase knock-in reporter, 24 h; 100% = twice the neutral-well signal; reporter increase, % at 12.5 µM; in the data active = activation above about 40%;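 note: 0% = median of the plate's neutral control wells and 100% = double that signal; a rise in the Bmi1 reporter signal indicates esBAF inhibition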
INS-1E GSIS act = primary screen for activators of insulin secretion dependent on glucose, INS-1E cells, GLuc reporter luminescence; INS-1E GLuc reporter insulin secretion, 2-3 h; activation, % at 16.6 µM; 370,000 compounds, 0.61% hits; AID 743287;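 active = lowest replicate activation of at least 40%, so every replicate reaches that level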;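 note: 0% = median of neutral control wells and 100% = median of IBMX positive control wells; some compounds called inactive have numbers as strong as hits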
ARNT TACC3 PPI = disruptors of human ARNT/TACC3 interaction | Q9Y6A5 | AlphaScreen His-ARNT PAS-B/GST-TACC3 binding, luminescence; TACC3 fragment carries E629A point mutation | inhibition, % at 9.99 µM | 390,000 compounds, 0.66% hits | AID 623870;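 active = mean inhibition of replicates at least 50% and at least half of replicates each reaching 50%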;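 note: 0% = complete ARNT plus TACC3 wells and 100% = ARNT alone without TACC3; many hits fall short of the cut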
F508del corr = CFTR F508del correction in bronchial cells; CFBE cells, YFP halide quenching; stimulated with forskolin plus potentiator P3; % fluorescence drop versus neutral controls; activity (quench increase), % at 7.58 µM; 350,000 compounds, 0.36% hits; AID 720511;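 active = mean added fluorescence quench of at least 8% versus neutral control, with both replicates also reaching 8%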;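 note: cells transiently co-express mutant CFTR-F508del with the halide-sensitive YFP; corrector assay measuring rescue of mutant channel to the surface after 24 h compound exposure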
RAD54 inh = inhibitors of human RAD54 branch migration. 360,000 compounds, 0.14% hits. inhibition, % at 10.4 µM. RAD54 Holliday junction branch migration, FAM/BHQ fluorescence. AID 602329. Q92698;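 active = mean normalized replicate activity at least 40 and at least half of replicates scoring 40 or more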;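 note: 0% = median of neutral control wells and 100% = median of positive control wells; inhibitors cause a drop in the FAM fluorescence signal; in these data hits start at about 50%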
RAD52 inh = inhibitors of human RAD52 DNA annealing; 360,000 compounds, 0.46% hits; AID 651710; recombinant RAD52 DNA annealing, FRET fluorescence; P43351; inhibition, % at 18.7 µM;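 active = every replicate showing at least 50% inhibition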
Target sequence (P43351 whole entry, looked up): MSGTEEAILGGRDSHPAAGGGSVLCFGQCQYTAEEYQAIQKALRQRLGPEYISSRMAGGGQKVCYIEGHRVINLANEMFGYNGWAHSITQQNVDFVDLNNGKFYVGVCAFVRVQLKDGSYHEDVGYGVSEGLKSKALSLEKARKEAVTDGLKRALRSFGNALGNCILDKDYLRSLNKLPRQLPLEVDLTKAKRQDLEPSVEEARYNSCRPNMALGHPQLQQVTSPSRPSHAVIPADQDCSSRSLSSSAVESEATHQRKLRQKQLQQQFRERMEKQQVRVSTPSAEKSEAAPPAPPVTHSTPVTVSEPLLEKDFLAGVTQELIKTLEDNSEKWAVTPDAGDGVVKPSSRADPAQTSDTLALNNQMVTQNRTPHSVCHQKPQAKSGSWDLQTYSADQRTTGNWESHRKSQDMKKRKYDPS
Xi reactivation = reactivates the inactive X chromosome in mouse fibroblasts; XiGFP mouse fibroblasts, % GFP-positive cells imaging, 3 d; cells co-treated with 5-aza-dC sensitizer; scaled so ellipticine positive control = 100%; activation, % at 7.58 µM; 360,000 compounds, 0.055% hits; AID 743238;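 active = mean normalized replicate activation at least 10% and every replicate at or above 10%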;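 note: 0% = median of on-plate neutral control wells and 100% = ellipticine 6 µM median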
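Assay system: SV40-immortalized XiGFP fibroblast cells, line 68-5-11; buffer or medium: DMEM plus 5-aza-dC sensitizer; compound: one concentration, pinned; timing: compounds 3 days, fix/stain 15 min at room temperature; benchmarks: positive control ellipticine, 6 µM final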
ERAP1 HTS inh = ERAP1 (human) enzyme inhibition; Q9NZ08; recombinant ERAP1, Leu-AMC fluorescence, 60 min; inhibition, % at 10.7 µM; 340,000 compounds, 0.15% hits;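 active = mean replicate inhibition of at least 30%, or all replicates individually reaching that 30% level; inactive = mean below 30% and not every replicate reaching it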;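 note: 0% = neutral control wells and 100% = L-leucinethiol positive control wells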
* = called active by the depositor; · = not tested or not shown. Random draw from the library. About 3.3% of those tested had a hit in this group.

smiles	esBAF inh	INS-1E GSIS act	ARNT TACC3 PPI	F508del corr	RAD54 inh	RAD52 inh	Xi reactivation	ERAP1 HTS inh
O=C(c1ccco1)N1CCN(Cc2c(F)cccc2Cl)CC1	45*	-8	-3	-1.7	-4	-4	0.0	-3
CN(CCc1ccccc1)C(=O)c1ccc(NC(=O)Cc2ccc(NC(=O)C3CCN(C(=O)C4CCCC4)CC3)cc2)cc1	7	-10	-8	3.4	9	-9	-0.1	4
O=C(Nc1cc2c3c(c1)CC(=O)N3CCC2)c1c(F)cccc1F	·	-6	-2	-3.1	·	-10	-0.1	6
Cc1cnc([N+](=O)[O-])n1CCOC(=O)NC(=O)c1cccc(F)c1	·	-5	1	-1.4	·	2	0.0	0
CC(=O)c1ccc(-c2ccc(C(=O)NC3CCCCCC3)o2)cc1	3	1	1	0.5	8	-2	-0.1	1
CCC1CCCCN1CCCNC(=O)CCCOc1cc(=O)n(C)c2ccccc12 (stereo not given)	·	4	-2	0.9	·	-8	0.1	-4
Cc1ccc(C(=O)NNC(=S)NC(=O)c2ccco2)cc1	·	-25	17	-2.0	·	-9	0.2	0
CC/C(=N\NS(=O)(=O)c1ccc(C)cc1)c1ccco1	-4	-5	9	1.2	4	-14	-0.1	3
CC(C)N(Cc1nc(-c2ccc3c(c2)OCO3)no1)CC1CCC(=O)N1 (stereo not given)	-6	6	-8	-1.5	0	-6	0.0	-1
COc1ccc(OC)c(Nc2nc3ccccc3n3cnnc23)c1	·	5	·	-5.1	11	-6	0.3	1
COc1ccc(C)cc1Nc1nc(C)nc2sc(C)cc12	-3	0	1	2.8	1	-16	0.0	1
Cc1noc(C)c1NC(=O)N(C)C[C@@H]1OCCCC[C@H](C)Oc2ccc(N(C)C)cc2C(=O)N([C@H](C)CO)C[C@@H]1C	6	-11	11	-0.4	4	-34	0.1	0
C[C@H](CO)N1C[C@H](C)[C@H](CN(C)S(=O)(=O)c2ccc(Cl)cc2)OCCCC[C@H](C)Oc2ccc(NS(=O)(=O)c3ccc(Cl)cc3)cc2C1=O	4	24	-9	-1.6	-10	·	0.1	·
CC(C)(C)c1ccc(CC(=O)N2CCC2(C)C(=O)NS(=O)(=O)c2cccc(F)c2)cc1 (stereo not given)	-7	-3	·	2.3	6	-18	0.0	2
Cc1nn(CC(=O)NCc2cc3ccccc3[nH]2)c(C)c1[N+](=O)[O-]	·	-19	-2	·	·	3	-0.4	5
CCCC#Cc1ccc2c(c1)O[C@@H](CN(C)C(=O)CN(C)C)[C@H](C)CN([C@@H](C)CO)S2(=O)=O	-5	-6	32	0.8	4	1	0.5	-5
Nc1n[nH]c2cc(=O)n(-c3cccc(C(F)(F)F)c3)nc12	-2	4	·	0.4	-2	-30	-0.1	1
O=C(C[C@@H]1C=C[C@@H](NC(=O)c2cccc(F)c2)[C@H](CO)O1)NCc1ccccc1	-6	3	25	-0.3	3	7	0.3	-2
CCCCn1c(N)c(N(CCOC)C(=O)CCCc2nc3ccccc3s2)c(=O)[nH]c1=O	3	5	20	-2.8	0	-9	-0.2	1
CCc1cccc(CC)c1NC(=S)NCC(c1cccnc1)N(C)C (stereo not given)	·	2	15	·	·	-10	0.1	-2
COCC(=O)Nc1ccc2c(c1)C(=O)N(C)C[C@@H](OC)[C@@H](C)CN(C(=O)COC)[C@H](C)CO2	-3	14	-1	·	0	-3	-0.2	1
CC(C)Cn1c(CN(Cc2ccccc2)Cc2ccccc2)nc2c1c(=O)n(C)c(=O)n2C	8	·	-4	2.1	-10	-12	-0.1	1
COc1ccc(Cl)cc1NC(=S)N1CCC(c2ccc(C)cc2)C1 (stereo not given)	5	2	14	-0.7	-1	-16	0.4	-2
CCN(CC)C(=O)C1=C(C)N(Cc2ccc(OC)cc2)C(=O)C(CC(=O)NC2CC2)C1 (stereo not given)	-7	2	·	0.1	2	7	0.0	-3
COc1cc(CN2CC(=O)N(c3ccc(C)cc3)C2=S)cc(OC)c1OC	·	-11	-14	0.6	·	-1	0.0	0
CCCNC(=O)c1ccccc1NC(=O)c1ccccc1SC	·	-2	-4	-2.1	·	0	0.0	1
COc1ccc(OCC(=O)NCCc2c[nH]c3ccccc23)cc1	·	·	2	0.1	·	-4	0.0	4
CCCCC(=O)Nc1cccc(-c2csc(-c3ccccc3)n2)c1	·	-13	8	0.4	·	-12	0.1	-2
Cc1ccc(S(=O)(=O)N(C)C[C@H]2OCc3cnnn3CCCC(=O)N([C@@H](C)CO)C[C@@H]2C)cc1	1	6	-1	1.3	3	6	0.1	0
COc1ccc2c(c1)cc(C(=O)N[C@@H](Cc1ccccc1)C(=O)N[C@@H](C)C(=O)O)n2C	-2	17	5	2.0	-2	4	0.0	2

Reprinted at random: 2 records from the list, in no set order.
smiles	esBAF inh	INS-1E GSIS act	ARNT TACC3 PPI	F508del corr	RAD54 inh	RAD52 inh	Xi reactivation	ERAP1 HTS inh
COc1ccc(OCC(=O)NCCc2c[nH]c3ccccc23)cc1	·	·	2	0.1	·	-4	0.0	4
COCC(=O)Nc1ccc2c(c1)C(=O)N(C)C[C@@H](OC)[C@@H](C)CN(C(=O)COC)[C@H](C)CO2	-3	14	-1	·	0	-3	-0.2	1

(list continues)
smiles	esBAF inh	INS-1E GSIS act	ARNT TACC3 PPI	F508del corr	RAD54 inh	RAD52 inh	Xi reactivation	ERAP1 HTS inh
COCC#Cc1cnc2c(c1)C(=O)N([C@H](C)CO)C[C@H](C)[C@@H](CN(C)C(=O)Cc1cccnc1)O2	4	0	2	1.3	6	-4	0.6	-1
CNC(=O)C[C@H]1CC[C@H]2[C@H](COc3ccc(NC(=O)Nc4ccc(Cl)cc4)cc3C(=O)N2C)O1	2	5	10	-0.2	1	11	0.2	-1
CCOc1ccc2oc(C(=O)NCC(C)(C)CN(C)C)c(C)c2c1	·	-1	6	1.8	·	-5	0.1	·
NC(N)=NCCCC(NC(=O)c1ccccc1)C(=O)Nc1ccc2ccccc2c1 (stereo not given)	4	·	5	3.3	9	47	0.4	0
O=C(CN1C(=O)c2ccccc2S1(=O)=O)NCc1ccco1	·	-3	-25	-0.1	·	-8	0.0	4
COc1ccc(Cn2c(-c3ccc(C)cc3)nc3c(c(=O)c4ccccc4n3C)c2=O)cc1	·	8	-7	·	·	-3	0.1	1
CSc1ccccc1NC(=S)NC1CCCCC1	4	0	-3	0.1	2	-1	0.0	-1
O=C(CN1CCN(Cc2ccccc2)CC1)NCCNc1ccc([N+](=O)[O-])cn1	5	-12	-5	1.0	-6	-11	0.2	4
N/C(=N/OC(=O)c1ccccc1Cl)c1ncc([N+](=O)[O-])s1	·	·	-5	-0.3	1	-6	0.0	·
COc1ccc(N2CC(C(=O)Nc3nnc(SCCC4OCCO4)s3)CC2=O)cc1 (stereo not given)	-3	1	-1	1.4	-15	-14	-0.1	0
CC(C)CCNC(=O)C1CC(c2cccc(F)c2)=NO1 (stereo not given)	-1	-5	0	-0.4	-10	-13	-0.1	7
O=C(Nc1nc2ccc(F)cc2s1)C1CC(=O)N(c2ccc3c(c2)OCCO3)C1 (stereo not given)	13	-15	2	1.0	13	-22	0.0	1
CC(C)OCCCNC(=O)CN1C(=O)CSc2ccc(S(=O)(=O)N3CCCCC3)cc21	2	-5	-2	-1.0	8	-7	0.0	1
CC(/C=C/c1ccc2c(c1)OCO2)=N/NC(=O)c1cccnc1	·	1	10	0.7	-6	-3	0.0	-2
COc1ccccc1Cc1c(-c2cccc(Cl)c2)nc2c(C)cc(Br)cn12	·	-6	·	0.9	·	-10	-0.1	10
O=C(NCc1ccco1)C(=O)NCC(c1ccco1)N1CCOCC1 (stereo not given)	·	1	-19	-2.0	·	-9	-0.2	·
Cc1ccc(CC(=O)Nc2ccccc2-c2ccccc2)cc1C	·	-16	-10	·	-7	·	0.2	·
Cc1ccccc1S(=O)(=O)NCC[C@H]1CC[C@H](NC(=O)Nc2cccc(F)c2)[C@H](CO)O1	11	-7	-8	-0.2	6	-3	-0.1	0
Cc1ccccc1CNC(=O)c1ccccc1N(C)S(=O)(=O)c1ccccc1	-5	17	18	-1.6	-8	-4	0.2	-1
C[C@H](CO)N1C[C@H](C)[C@@H](CN(C)C(=O)Nc2ccc(C(F)(F)F)cc2)Oc2ccc(NC(=O)Nc3ccc(F)cc3)cc2CC1=O	2	-19	0	-2.4	-5	·	-0.1	·
CCC(=NC)C1=C(O)CC(c2ccccc2)CC1=O (stereo not given)	28	-3	-8	-1.0	5	-7	0.1	-1
COc1ccccc1-c1cnc2c(c1)C(=O)N([C@H](C)CO)C[C@@H](C)[C@H](CN(C)C(=O)CC1CC1)O2	-1	-2	-2	0.4	7	-3	0.1	3
C[C@H](CO)N1C[C@H](C)[C@H](CN(C)C(=O)CN2CCOCC2)Oc2ncc(C#CCN(C)C)cc2C1=O	-6	15	-5	·	3	7	-0.7	4
CCOC(=O)[C@H]1[C@H]2COc3ccc(C)cc3[C@@H]2N2C(=O)c3cc(Br)ccc3NC(=O)[C@@]12C	-5	-28	2	0.6	-7	-42	0.6	2
COc1ccc2c3c([nH]c2c1)[C@H](CO)N(Cc1nccs1)CC31CN(C(=O)C2CCCCC2)C1	·	0	·	2.5	·	-26	0.3	0
COc1cccc(C=N[C@@H](CO)[C@@H](O)c2ccc([N+](=O)[O-])cc2)c1O	·	-32	-7	0.6	2	-14	1.1	2
Cc1cc(Br)ccc1SCC(=O)OCC(=O)NC1CCCC1	-3	-5	-9	0.2	5	-10	0.4	-2
C[C@@H]1CN([C@@H](C)CO)C(=O)c2cc(NS(=O)(=O)c3cn(C)cn3)ccc2O[C@H]1CN(C)C(=O)Nc1ccc2c(c1)OCO2	3	10	-6	-4.1	1	-8	0.2	0
CC=Cc1ccc2n(c1=O)C[C@H]1[C@H](CO)[C@@H](C(=O)N3CCc4ccccc4C3)N(C(=O)C3CC3)[C@@H]21 (mixture of isomers)	4	4	7	·	-5	-6	0.0	0
CCOC(=O)c1ccc(N2CSC3=C(C#N)C(c4ccc(OC)cc4OC)CC(=O)N3C2)cc1 (stereo not given)	-3	-11	·	-3.2	-2	-9	-0.1	3
COc1cc2ccccc2cc1C(=O)Nc1nnc(-c2ccncc2)o1	-2	9	16	0.4	0	-12	0.2	3
Cc1ccc(S(=O)(=O)N2CCN(C(=O)COC(=O)/C=C/c3ccc(Cl)cc3)CC2)c(C)c1	5	-4	·	17*	-11	-5	0.0	4
COc1ccc(CCNC(=O)CCCCCNC(=O)N2CCn3c2nc2ccccc23)cc1OC	-1	10	-6	1.9	-1	-3	0.3	2
O=C(OCC(=O)N1CCCCCC1)c1ccc(Cl)nc1	7	10	-1	0.5	0	-3	0.2	-1
Cc1ccccc1CSCC(=O)c1c(N)n(C)c(=O)n(C)c1=O	26	0	-6	-4.2	-6	-7	·	0
C[C@@H]1CN([C@H](C)CO)S(=O)(=O)c2ccc(-c3cccc(C(=O)N(C)C)c3)cc2O[C@H]1CN(C)C(=O)Nc1ccccc1	-3	2	-9	2.2	8	6	-0.9	2
Cc1cc(/C=N/NC(=O)c2ccccn2)c(C)n1-c1cccc([N+](=O)[O-])c1	39	-16	68*	2.5	·	-14	0.0	2
C[C@H](CO)N1C[C@H](C)[C@@H](CN(C)Cc2ccc(-c3ccccc3)cc2)Oc2c(NC(=O)CCCCCC(=O)Nc3ccccc3N)cccc2C1=O	·	-17	·	0.4	·	-4	-0.5	0

Bioassay records as filed in PubChem BioAssay.
